FN deposition inh – inhibitors of fibronectin matrix deposition, primary screen, AH1F cells, Alexa488-fibronectin fluorescence, plate reader | AID 743247, 2014 | AH1F fibroblasts, overnight | 0.086% of 350,000 active | inhibition, % at 12.6 µM;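 active = mean inhibition across replicates of 30% or more, regardless of how many single replicates reach that level; inconclusive = mean under 30% yet at least half of replicates reach 30%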;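 also: positive control wells lacked labelled fibronectin entirely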
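Material: AH1F fibroblast monolayer depositing Alexa488-labelled fibronectin into matrix | Input: 10000 AH1F cells/well | Medium: DMEM plus 2% serum, read in PBS | Reagent: Alexa488-fibronectin, 24 nM final in well | Compound dosing: One dose per compound, pinned | Schedule: 1 h adhesion, overnight exposure | Measured by: Fluorescence at 485 nm excitation, 525 nm emission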
S100A4 inh HTS – inhibitors of S100A4-myosin IIA peptide binding, primary screen, biochemical, fluorescence polarization, TAMRA-MyoIIA peptide | Protein S100-A4 (Homo sapiens), P26447 | inhibition, % at 10.7 µM | 0.14% of 360,000 active | AID 652163, 2013;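 active = mean inhibition of at least 70% across replicates, with every replicate also reaching that level; inconclusive = mean inhibition reaches 70% but some replicates fall short; inactive = mean inhibition below 70%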
Target sequence (P26447 whole entry, looked up): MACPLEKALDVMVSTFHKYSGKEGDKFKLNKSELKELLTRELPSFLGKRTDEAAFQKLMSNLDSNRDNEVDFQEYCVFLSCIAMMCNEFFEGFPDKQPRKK
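incubation = readout 5 min after mixing, signal stable up to 60 min | system = S100A4 monomer protein | buffer or medium = HEPES pH 7.2 with CaCl2, KCl, NaCl, DTT, Triton | benchmarks = neutral control DMSO, positive control TFP | also added = fluorescent myosin IIA peptide, 5 nM | compound dosing = one concentration per compound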
RAD54 branch – inhibitors of human RAD54 branch migration, primary screen, biochemical, fluorescence, single point | DNA repair and recombination protein RAD54-like (Homo sapiens), Q92698 | inhibition, % at 10.4 µM | 0.14% of 360,000 active | AID 602329, 2012 | RAD54 Holliday junction branch migration, FAM/BHQ fluorescence;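 active = mean normalized replicate activity at least 40 and at least half of replicates scoring 40 or more; inconclusive = only one of the two criteria met; inactive = mean below 40 and under half of replicates reaching 40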;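 also: 0% = median of neutral control wells and 100% = median of positive control wells; inhibitors cause a drop in the FAM fluorescence signal; in these data hits start at about 50%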
Target sequence (Q92698 whole entry, looked up): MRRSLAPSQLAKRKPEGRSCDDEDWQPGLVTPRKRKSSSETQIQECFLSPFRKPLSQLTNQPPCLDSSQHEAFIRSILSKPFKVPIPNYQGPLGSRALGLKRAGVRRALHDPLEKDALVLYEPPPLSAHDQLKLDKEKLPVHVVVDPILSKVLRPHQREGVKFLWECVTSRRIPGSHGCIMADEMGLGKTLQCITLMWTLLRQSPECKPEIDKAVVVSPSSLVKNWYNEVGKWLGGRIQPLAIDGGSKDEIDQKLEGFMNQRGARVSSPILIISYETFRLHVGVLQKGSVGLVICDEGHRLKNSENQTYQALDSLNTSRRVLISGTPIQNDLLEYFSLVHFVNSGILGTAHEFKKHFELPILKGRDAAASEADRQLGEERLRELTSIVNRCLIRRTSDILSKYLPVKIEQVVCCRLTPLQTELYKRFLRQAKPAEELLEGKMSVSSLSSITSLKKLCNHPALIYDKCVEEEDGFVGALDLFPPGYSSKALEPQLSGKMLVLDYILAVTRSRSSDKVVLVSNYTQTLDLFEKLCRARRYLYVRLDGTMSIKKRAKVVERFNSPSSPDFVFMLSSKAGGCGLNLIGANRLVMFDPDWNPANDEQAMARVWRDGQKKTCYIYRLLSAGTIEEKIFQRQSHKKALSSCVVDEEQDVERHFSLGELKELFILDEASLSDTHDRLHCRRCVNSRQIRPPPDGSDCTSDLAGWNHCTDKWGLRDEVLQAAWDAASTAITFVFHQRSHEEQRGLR
E-selectin induc – E-selectin induction in HUVECs, primary screen, imaging, HUVEC, immunofluorescence imaging, single point; P16581; normalized: neutral wells 0, TNF-alpha wells 100; activation, % at 7.58 µM; 0.37% of 260,000 active; AID 686992, 2013;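 active = mean E-selectin-positive cell signal at least 10% of the positive control, reached in at least 60% of replicates, without over 20% cell loss; inconclusive = no rule given, readout overlaps actives, possibly toxicity-flagged; inactive = the rest, including those meeting only one limit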;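 also: in these data hits start at about 27%; measured in HUVEC primary endothelial cells; signal is the percent of cells scored E-selectin positive by PE staining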
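assay system = HUVEC, human umbilical vein endothelial cells | input = 3,000 HUVEC seeded per well | medium = EGM-2 growth medium on 0.1% gelatin-coated wells | dosing = one compound dose added by pin transfer | signal = immunofluorescence imaging | read-out basis = % PE-positive cells | control set = TNF-alpha, DMSO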
EWS-Fli inh – EWS/Fli-driven NR0B1 reporter inhibitors, primary screen, A673 cells, NR0B1 luciferase, luminescence, MLPCN library; inhibition, % at 12.6 µM; viability-normalised; 0.67% of 350,000 active;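 active = mean inhibition of at least 50% after viability correction, with every replicate also passing that limit; inconclusive = mean reaches 50% but only one of two replicates passes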;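 also: firefly luciferase signal divided by Alamar Blue viability fluorescence both relative to DMSO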
RAD52 anneal inh – RAD52 DNA annealing inhibitors, primary screen, biochemical, FRET, single point, set 2; AID 651710, 2012; recombinant RAD52 DNA annealing, FRET fluorescence; DNA repair protein RAD52 homolog (Homo sapiens), P43351; inhibition, % at 18.7 µM; 0.46% of 360,000 active;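 active = every replicate showing at least 50% inhibition; inconclusive = mean inhibition at least 50% but not in every replicate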
esBAF inh – Bmi1 luciferase reporter increase in mESCs, primary screen, esBAF inhibitor project, mouse ES cells, Bmi1 luciferase knock-in, single point. 24 h; 100% = twice the neutral-well signal. reporter increase, % at 12.5 µM. 2% of 350,000 active. AID 602393, 2012; in the data active = activation above about 40%; inconclusive = no clear call, values can overlap the other calls;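 also: 0% = median of the plate's neutral control wells and 100% = double that signal; a rise in the Bmi1 reporter signal indicates esBAF inhibition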
Xi reactivation – activators of inactive X chromosome reactivation, primary screen, imaging, XiGFP fibroblasts, GFP high-content imaging, set 2. activation, % at 7.58 µM. 0.055% of 360,000 active. XiGFP mouse fibroblasts, % GFP-positive cells imaging, 3 d; cells co-treated with 5-aza-dC sensitizer; scaled so ellipticine positive control = 100%;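 active = mean normalized replicate activation at least 10% and every replicate at or above 10%; inconclusive = only one of the two criteria met; inactive = mean below 10% and not all replicates reach 10%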;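 also: 0% = median of on-plate neutral control wells and 100% = ellipticine 6 µM median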
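Assay system: SV40-immortalized XiGFP fibroblast cells, line 68-5-11; buffer or medium: DMEM plus 5-aza-dC sensitizer; compound: one concentration, pinned; timing: compounds 3 days, fix/stain 15 min at room temperature; benchmarks: positive control ellipticine, 6 µM final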
The depositor's hits bear a star; i = inactive; u = inconclusive; x = no result given; & = joins results of further samples. Not a hit list, and some 3% of all compounds hit somewhere here.

SMILES | RAD54 branch | esBAF inh | RAD52 anneal inh | EWS-Fli inh | FN deposition inh | S100A4 inh HTS | E-selectin induc | Xi reactivation
Cc1ccc(-c2nnc(/C=C/c3ccccc3)o2)cc1 | x | x | -3 | -35 | 1 | 2 | -0.3 | -0.1
COCCNC(=O)CCC1CCN(Cc2cccc(-c3ccc(C)o3)c2)CC1 | -11 | 2 | -13 | -4 | -4 | -10 | 0.3 | 0.0
COc1cccc(S(=O)(=O)N[C@@H]2CC[C@@H](CC(=O)NC3Cc4ccccc4C3)O[C@@H]2CO)c1 | 2 | 1 | 5 | -4 | -11 | -7 | 0.6 | -0.1
O=C(O)CCC(=O)N1CCCC1 | x | x | -15 | 9 | 8 | 0 | x | 0.2
Cc1nn(-c2ccc(N3CCCCC3)nn2)c(C)c1CCC(=O)Nc1cccc(F)c1 | 8 | 64* | -3 | -95 | -1 | 0 | x | 0.0
CN(C)C(=O)/C(=C\c1ccc(-c2cccc([N+](=O)[O-])c2)o1)NC(=O)c1ccccc1 | x | x | -4 | 1 | 20 | 0 | x | 0.2
COc1ccc(CN(C)C[C@H]2Oc3ccc(NC(=O)c4ccncc4)cc3CC(=O)N([C@@H](C)CO)C[C@H]2C)cc1 | 4 | 0 | -10 | x | 18 | 3 | 0.8 | 0.0
O=C(C[C@H]1CC[C@H]2[C@@H](COC[C@H](O)CN2C(=O)Nc2ccc(F)cc2)O1)NCCCN1CCOCC1 | 6 | 2 | 13 | -11 | 0 | 6 | 0.0 | 0.1
COc1ccc(CC(=O)NCc2n[nH]c(=S)n2-c2ccccc2)cc1 | -6 | x | -6 | 3 | i | 1 | 4.2 | 0.1
CC(C)OC(=O)/C(C#N)=C/c1cn(C)c2ccccc12 | x | x | -7 | 0 | -4 | -6 | x | 0.0
CCOC(=O)CN1C(=O)N[C@@H](c2ccccc2)[C@H](C(C)=O)[C@H]1C | -2 | 1 | -1 | -4 | 1 | -3 | 0.1 | 0.1
Nc1nnn(-c2ccccc2)c1-c1ccccc1 | -1 | -3 | -12 | -9 | -9 | -23 | 1.5 | 0.0
CCCN(CCC)CCCNC(=O)c1cn(-c2ccc(OC)cc2)c(=O)c2ccccc12 | 10 | 4 | -7 | -8 | 1 | 0 | 0.2 | 0.0
CCCNC(=O)[C@@]1(Sc2ccc(C)cc2)CC(=O)N(C2CCCCC2)[C@@H]1c1ccc(CO)cc1I | 3 | x | 12 | -4 | x | -42 | x | x
CCC(=O)N1CCc2cc(S(=O)(=O)NC(Cc3ccccc3)C(=O)O)ccc21 (stereo unspecified) | -7 | 1 | -10 | x | 7 | 3 | x | 0.0
COc1cccc(NC(=O)COC(=O)C2CC3CCCC(C2)C3=O)c1 (stereo unspecified) | 5 | 1 | 13 | -2 | -5 | 1 | x | 0.0
CCCN(C)C1CN(Cc2cn(Cc3ccccc3)nn2)S(=O)(=O)C1 (stereo unspecified) | x | x | 9 | -12 | 6 | 3 | 0.0 | -0.1
O=C(NCCc1nc2ccccc2[nH]1)c1ccc(Br)o1 | -11 | -3 | -20 | 2 | -3 | -21 | 0.1 | 0.1
COc1ccc(CNC(=O)C(c2ccco2)N(C(=O)c2snc(C(N)=O)c2N)c2ccccc2OC)cc1 (stereo unspecified) | -6 | 5 | -9 | 10 | -1 | -4 | -0.2 | 0.1
Cc1ccnc2nc(C(=O)Nc3nnc(-c4ccc(Cl)cc4)o3)nn12 | 0 | -1 | -47 | 7 | 6 | 0 | 3.4 | 0.0
O=C(CSc1nc2ccccc2c(=O)[nH]1)Nc1ccccc1C(F)(F)F | 0 | 6 | -12 | x | 2 | -8 | x | 0.1
C=CCN1C(c2ccc(OCC)cc2)=CS/C1=C(\C#N)c1nnc2n1CCCCC2 | 7 | 6 | -14 | x | x | 3 | x | x
COc1ccc(-c2cc3nc4n(c(=O)c3s2)CCCCC4)cc1 | x | 7 | -11 | -29 | 3 | 2 | -0.5 | -0.1
CC[C@@]1(C(=O)OC)N[C@H](CN(C)C(=O)c2ccc(C(C)(C)C)cc2)[C@@H]2C(=O)N(Cc3ccccc3)C(=O)[C@@H]21 | -3 | -4 | -10 | -5 | 8 | 14 | -0.2 | -0.1
CCOC(=O)c1c(S(=O)(=O)NC2CCN(C(=O)OCC)CC2)c(C)n(C)c1C | -2 | -14 | -8 | -9 | 1 | 0 | x | 0.1
CC(=O)N(C)C[C@H]1Oc2ncc(-c3cccnc3)cc2C(=O)N([C@H](C)CO)C[C@H]1C | -1 | 1 | 4 | -11 | 0 | 7 | -0.6 | -0.3
C[C@H]1CN([C@@H](C)CO)C(=O)c2cc(NS(=O)(=O)c3cn(C)cn3)ccc2O[C@@H]1CN(C)C(=O)Nc1ccc(C(F)(F)F)cc1 | 3 | -4 | -3 | 1 | 9 | 5 | 25 | 0.9
CC(=O)c1cccc(NC(=O)c2cccc3c(-c4cccc(C(N)=O)c4)coc23)c1 | -2 | 21 | 19 | 21 | -6 | -7 | -0.1 | 0.1
Cc1cccc(C(=O)NCCCn2ccnc2)c1C | -1 | -9 | -1 | 3 | 0 | 0 | -0.4 | 0.3
Cc1ccc(C(=O)NC(NC(=S)Nc2ccc(S(N)(=O)=O)cc2)C(Cl)(Cl)Cl)cc1 (stereo unspecified) | 0 | 3 | x | x | -4 | x | x | 0.0
Cc1ccc(-c2nc3c(c(=O)[nH]c(=O)n3Cc3ccccc3)n2C)o1 | x | x | -26 | 14 | -4 | 5 | 2.3 | -0.1
O=C(Nc1cccnc1)c1cccc(-c2cc3ccccc3oc2=O)c1 | x | x | -15 | -2 | -15 | 7 | 0.7 | 0.3
COc1ccc(Cl)cc1C(=O)Nc1ccc2nc3n(c(=O)c2c1)CCCC3 | -13 | 10 | 0 | 0 | -6 | -29 | -0.4 | 0.1
CCNC(=O)c1cc2c(c(-c3cccc(-c4cccnc4)c3)n1)[C@H](CCO)N(S(C)(=O)=O)C2 | x | x | 9&-4 | 55* | 12&13 | 5&-1 | 0.8&0.7 | 1.7&0.3
COc1cc(C(=O)OCc2cc(=O)n3ccsc3n2)ccc1OC(C)C | -8 | x | 4 | -77 | 4 | -3 | 0.1 | 0.1
COc1ccc(Cn2c(=S)[nH]c3ccccc32)cc1 | -7 | -8 | -5 | -2 | -2 | -4 | 0.9 | 0.2
N/C(=N\c1nc(CSc2ccc(Cl)cc2)cc(=O)[nH]1)Nc1cccc2ccccc12 | 3 | -1 | 10 | -1 | x | 3 | x | x
CC(C)NC(=O)Nc1ccc2c(c1)CC(=O)N([C@@H](C)CO)C[C@H](C)[C@@H](CN(C)C(=O)Nc1ccccc1)O2 | 8 | 0 | -8 | -8 | x | 20 | 0.3 | 0.3
C#CCNC(=O)C[C@@H]1C[C@@]2(C(=O)OC)CCCCC=C2N(Cc2ccccc2)C1=O | x | x | -13 | 3 | x | -2 | 0.2 | -0.1
COc1cccc(N2[C@@H](CC(C)=O)c3cc(C(F)(F)F)ccc3S2(=O)=O)c1 | 4 | 11 | -49 | 12 | 10 | 1 | -0.1 | 0.7
Cc1ccc(CN2CCN(/N=C/C(Br)=C\c3ccccc3)CC2)cc1 | 0 | x | -14 | 0 | -2 | -4 | 0.5 | 0.3
CCOC(=O)c1cc(CC)sc1NC(=O)CN1CCN(C(=O)c2ccco2)CC1 | -3 | x | -36 | 9 | -14 | -4 | x | -0.2
S=c1[nH]nc(-c2ccncc2)n1/N=C/C=C/c1ccco1 | x | x | -24 | -9 | -1 | -17 | 2.7 | 0.0
CCc1ccc(CNC(=O)CCn2ccc3cc(S(=O)(=O)N4CCCC4)ccc32)cc1 | 10 | -1 | -18 | 12 | -4 | 0 | 3.4 | 0.0
CC(C)CC#Cc1ccc2c(c1)O[C@H](CN(C)Cc1ccccn1)[C@@H](C)CN([C@H](C)CO)S2(=O)=O | 1 | 0 | 9 | 27 | -15 | 1 | 0.1 | -0.5
Cc1noc(C)c1S(=O)(=O)Nc1ccc2c(c1)C(=O)N([C@H](C)CO)C[C@H](C)[C@H](CN(C)S(=O)(=O)c1ccccc1)OCCCC[C@H](C)O2 | -4 | 5 | -113 | 18 | -4 | 41 | 0.1 | 0.3
O=C(N/N=C/c1ccc(OC(=O)c2ccccc2Cl)cc1)c1cc(O)cc(O)c1 | 7 | 6 | 4 | x | x | -2 | 0.4 | 0.0
COc1ccc(S(=O)(=O)Nc2ccccn2)cc1OC | 1 | -1 | -5 | -1 | x | 0 | x | x
COc1ccc(/C=C/C(=O)c2cc(F)ccc2OC(=O)c2ccccc2C)cc1OC | 0 | x | -10 | u | -43 | -4 | x | 2.8
C/C=C/c1ccc([C@@H]2[C@@H](CO)N(C(=O)C3CCOCC3)C23CN(C(=O)NC(C)C)C3)cc1 | x | x | -7 | 1 | x | 1 | 0.0 | 0.0
O=C1CSC(c2ccccc2)N1c1ccc(-c2ccccc2)cc1 (stereo unspecified) | -9 | x | 9 | -20 | x | 14 | x | x
Cc1ccc(CNS(=O)(=O)CCNC(=O)c2ccccc2)cc1 | -1 | -1 | -9 | -2 | 2 | -7 | 0.3 | 0.2
COc1ccccc1NS(=O)(=O)c1cccc(C(=O)NN=C2CCCC2)c1 | -4 | 4 | -14 | -16 | 8 | 13 | 2.2 | 0.4
Cc1ccc(S(=O)(=O)N(C)C)cc1NC(=O)COC(=O)Cc1n[nH]c(=O)c2ccccc12 | -2 | x | -17 | 1 | -15 | 13 | x | 0.1
COc1ccc(NC(=O)N(Cc2cc3cc(OC)c(OC)cc3[nH]c2=O)CC2CCCO2)cc1 (stereo unspecified) | x | x | -4 | -28 | -25 | -2 | x | 0.4
C[C@H]1CN([C@@H](C)CO)C(=O)c2cc(NC(=O)Nc3ccccc3)ccc2O[C@H]1CN(C)Cc1ccc(C(=O)O)cc1 | -3 | 5 | -2 | -11 | x | 0 | -0.2 | -0.1
Cc1ccc(C)c(OCCCC(=O)NC2CCCCC2)c1 | 0 | -2 | 6 | 6 | 1 | 3 | x | 0.0
C[C@H]1CN([C@@H](C)CO)C(=O)c2cc(NC(=O)CCC(F)(F)F)ccc2O[C@@H]1CN(C)Cc1ccc(-c2ccccc2)cc1 | 0 | 0 | -16 | 2 | 10 | 4 | 0.0 | -0.6

Screens: PubChem, Broad Institute
